esBAF inh – Bmi1 luciferase reporter increase in mESCs, primary screen, esBAF inhibitor project, mouse ES cells, Bmi1 luciferase knock-in, single point; 24 h; 100% = twice the neutral-well signal; reporter increase, % at 12.5 µM; 2% of 350,000 active; in the data active = activation above about 40%; inconclusive = no clear call, values can overlap the other calls;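 note: 0% = median of the plate's neutral control wells and 100% = double that signal; a rise in the Bmi1 reporter signal indicates esBAF inhibition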
RAD52 anneal inh – RAD52 DNA annealing inhibitors, primary screen, biochemical, FRET, single point, set 2 | DNA repair protein RAD52 homolog (Homo sapiens), P43351 | recombinant RAD52 DNA annealing, FRET fluorescence | inhibition, % at 18.7 µM | 0.46% of 360,000 active | AID 651710, 2012;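 active = every replicate showing at least 50% inhibition; inconclusive = mean inhibition at least 50% but not in every replicate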
S100A4 inh HTS – inhibitors of S100A4-myosin IIA peptide binding, primary screen, biochemical, fluorescence polarization, TAMRA-MyoIIA peptide. Protein S100-A4 (Homo sapiens), P26447. 0.14% of 360,000 active. inhibition, % at 10.7 µM;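 active = mean inhibition of at least 70% across replicates, with every replicate also reaching that level; inconclusive = mean inhibition reaches 70% but some replicates fall short; inactive = mean inhibition below 70%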
Target sequence (P26447 whole entry, looked up): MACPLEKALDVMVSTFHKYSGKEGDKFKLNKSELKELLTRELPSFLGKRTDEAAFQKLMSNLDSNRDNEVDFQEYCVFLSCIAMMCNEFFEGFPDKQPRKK
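Test system: S100A4 monomer protein. Medium: HEPES buffer with Ca2+, pH 7.2. Reagent: fluorescent myosin IIA peptide, 5 nM. Compound dosing: single-point compound testing. Timing: 5 min between mix addition and reading. Benchmarks: DMSO neutral and TFP positive wells.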
E-selectin induc – E-selectin induction in HUVECs, primary screen, imaging, HUVEC, immunofluorescence imaging, single point; P16581; normalized: neutral wells 0, TNF-alpha wells 100; activation, % at 7.58 µM; 0.37% of 260,000 active; AID 686992, 2013;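 active = mean E-selectin-positive cell signal at least 10% of the positive control, reached in at least 60% of replicates, without over 20% cell loss; inconclusive = no rule given, readout overlaps actives, possibly toxicity-flagged; inactive = the rest, including those meeting only one limit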;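 note: in these data hits start at about 27%; measured in HUVEC primary endothelial cells; signal is the percent of cells scored E-selectin positive by PE staining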
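Material: HUVEC primary endothelial cells; Amount: 3,000 cells per well; Dosing: single concentration; Medium: EGM-2 growth medium on 0.1% gelatin-coated wells; Read-out basis: percent E-selectin-positive cells; Signal: immunofluorescence imaging; Control set: TNF-alpha, DMSO.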
FN deposit inh – inhibitors of fibronectin matrix deposition, primary screen, AH1F cells, Alexa488-fibronectin fluorescence, plate reader; AH1F fibroblasts, overnight; inhibition, % at 12.6 µM; 0.086% of 350,000 active;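 active = mean inhibition across replicates of 30% or more, regardless of how many single replicates reach that level; inconclusive = mean under 30% yet at least half of replicates reach 30%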;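 note: positive control wells lacked labelled fibronectin entirely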
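Material: AH1F fibroblasts assembling fluorescent fibronectin matrix; amount: 10000 AH1F cells/well; medium: DMEM, 2% serum; reagent: Alexa488-fibronectin, 24 nM final in well; dosing: single compound dose, delivered by pin transfer; incubation: 1 h adhesion, overnight exposure; detection: fluorescence after three HBSS washes, excitation 485 nm, emission 525 nm; measure: fibronectin deposition inhibition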
RAD54 inh – inhibitors of human RAD54 branch migration, primary screen, biochemical, fluorescence, single point; RAD54 Holliday junction branch migration, FAM/BHQ fluorescence; inhibition, % at 10.4 µM; 0.14% of 360,000 active; AID 602329, 2012;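 active = mean normalized replicate activity at least 40 and at least half of replicates scoring 40 or more; inconclusive = only one of the two criteria met; inactive = mean below 40 and under half of replicates reaching 40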;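 note: 0% = median of neutral control wells and 100% = median of positive control wells; inhibitors cause a drop in the FAM fluorescence signal; in these data hits start at about 50%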
Target sequence (Q92698 whole entry, looked up): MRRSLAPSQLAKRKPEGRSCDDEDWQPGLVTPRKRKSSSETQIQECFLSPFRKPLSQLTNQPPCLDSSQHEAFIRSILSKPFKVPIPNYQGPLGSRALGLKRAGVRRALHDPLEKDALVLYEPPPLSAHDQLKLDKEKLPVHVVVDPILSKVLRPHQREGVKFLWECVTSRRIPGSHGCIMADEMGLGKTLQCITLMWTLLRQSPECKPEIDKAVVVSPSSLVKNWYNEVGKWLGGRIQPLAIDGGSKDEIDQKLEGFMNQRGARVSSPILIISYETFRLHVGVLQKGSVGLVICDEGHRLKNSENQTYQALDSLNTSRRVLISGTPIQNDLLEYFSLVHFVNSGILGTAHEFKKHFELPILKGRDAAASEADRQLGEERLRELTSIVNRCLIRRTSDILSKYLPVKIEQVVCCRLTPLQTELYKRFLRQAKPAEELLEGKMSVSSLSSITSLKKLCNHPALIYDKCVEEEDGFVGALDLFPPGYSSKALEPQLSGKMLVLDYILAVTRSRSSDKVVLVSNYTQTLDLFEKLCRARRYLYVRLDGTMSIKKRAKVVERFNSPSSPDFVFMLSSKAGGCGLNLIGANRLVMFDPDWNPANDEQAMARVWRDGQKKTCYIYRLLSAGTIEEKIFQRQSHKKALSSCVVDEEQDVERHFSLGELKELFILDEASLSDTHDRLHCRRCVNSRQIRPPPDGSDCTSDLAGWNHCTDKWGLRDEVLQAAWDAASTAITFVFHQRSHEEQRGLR
Xi reactivation – activators of inactive X chromosome reactivation, primary screen, imaging, XiGFP fibroblasts, GFP high-content imaging, set 2 | XiGFP mouse fibroblasts, % GFP-positive cells imaging, 3 d; cells co-treated with 5-aza-dC sensitizer; scaled so ellipticine positive control = 100% | activation, % at 7.58 µM | 0.055% of 360,000 active;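 active = mean normalized replicate activation at least 10% and every replicate at or above 10%; inconclusive = only one of the two criteria met; inactive = mean below 10% and not all replicates reach 10%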;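 note: 0% = median of on-plate neutral control wells and 100% = ellipticine 6 µM median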
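Material: SV40-immortalized XiGFP fibroblast cells, line 68-5-11 | Buffer or medium: DMEM containing 5-aza-dC | Dosing: One concentration, pinned | Times: 3 d treatment, 15 min room-temperature fixation | Controls: Ellipticine 6 µM positive control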
EWS-Fli block – EWS/Fli-driven NR0B1 reporter inhibitors, primary screen, A673 cells, NR0B1 luciferase, luminescence, MLPCN library; 0.67% of 350,000 active; viability-normalised; inhibition, % at 12.6 µM;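 active = mean inhibition of at least 50% after viability correction, with every replicate also passing that limit; inconclusive = mean reaches 50% but only one of two replicates passes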;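 note: firefly luciferase signal divided by Alamar Blue viability fluorescence both relative to DMSO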
Numbers without * were called inactive; ? = inconclusive; . = not tested or not shown.

SMILES	esBAF inh	RAD52 anneal inh	S100A4 inh HTS	E-selectin induc	FN deposit inh	RAD54 inh	Xi reactivation	EWS-Fli block
Cc1ccc(OCCOCCN(C)C)c(Cl)c1	.	-7	-5	-0.1	0	.	-0.1	-32
O=C(N1CCCC1)C12CC3CC(CC(Cl)(C3)C1)C2	6	5	-1	.	-2	-3	0.0	16
N#C[C@@H]1[C@H](c2ccc(C#CC3(O)CCCC3)cc2)[C@H](CO)N1C(=O)C1CCC1	-2	-11	-5	0.2	0	-2	0.0	2
O=C(Nc1cc(C(F)(F)F)ccc1N1CCOCC1)c1cnccn1	-4	-19	-2	-1.5	8	-9	0.1	7
C[C@H]1CN([C@@H](C)CO)C(=O)c2cc(C3=CCCCC3)cnc2O[C@H]1CN(C)Cc1ccccc1	0	6	1	-0.5	.	-3	-0.9	0
CC1CN(C(=O)c2cc(S(=O)(=O)N3CCCCC3)ccc2Cl)CC(C)O1 (stereo not given)	0	-8	-10	.	3	-9	-0.1	-8
O=C(Nc1ccc(Oc2ncnc3cc(Cl)ccc23)nc1)Nc1cccc(C(F)(F)F)c1	0	-7	2	.	-5	7	-0.1	-3
C[C@H](CO)N1C[C@H](C)[C@@H](CN(C)C)Oc2cc(-c3cncnc3)ccc2S1(=O)=O	5	-8	-23	-0.2	.	-2	0.0	-8
Cc1ccc(S(=O)(=O)Nc2ccc3c(c2)C(=O)N([C@H](C)CO)C[C@H](C)[C@@H](CN(C)C(=O)NC(C)C)OCCCC[C@H](C)O3)cc1	1	6	-3	0.6	3	-6	0.1	-5
CCOC(=O)c1sc2nc(Cc3ccc(Cl)cc3)[nH]c(=S)c2c1C	.	-11	-12	2.5	-5	.	0.1	-4
COc1ccccc1Nc1nc(-c2cccc([N+](=O)[O-])c2)cs1	.	-3	-3	1.5	1	.	-0.1	-85
Cc1ccc(/C=C2\Oc3cc(OCC(=O)NN)ccc3C2=O)o1	-8	-19	-3	0.1	-1	-3	0.1	-52
CCCC#Cc1cnc2c(c1)C(=O)N([C@H](C)CO)C[C@@H](C)[C@H](CN(C)Cc1cccnc1)O2	-1	-7	4	-0.1	-4	-3	-0.2	3
C[C@@H]1CN([C@@H](C)CO)C(=O)CCCn2cc(nn2)CO[C@@H]1CN(C)Cc1cccnc1	-4	.	.	0.3	5	.	-0.4	-5
COc1cccc(NC(=O)Nn2cnnc2)c1	.	-3	-3	5.7	.	-4	0.0	.
Cc1cccc(NC(=O)CSc2nc(N)c(NC(=O)c3ccccc3F)c(=O)[nH]2)c1	-1	-7	-11	-0.1	5	13	0.1	2
Cc1ccc2nc(NC(=O)c3ccc(N4C(=O)CCC4=O)cc3)sc2c1	.	-4	-2	0.7	-4	.	0.0	-11
COc1ccc(CN2C[C@H](Cc3ccccc3)[C@@H](CC(=O)Nc3ccccc3)C2=O)cc1	.	13	15	.	5	.	0.1	-2
COc1ccc([C@@H]2CC=C(C(=O)O)[C@H](c3ccc(Br)cc3)N2S(=O)(=O)c2ccc(C)cc2)cc1OC	5	-2	-1	0.3	4	-6	-0.1	-8
CCN(CC)S(=O)(=O)c1cccc(NC(=O)COC(=O)c2[nH]c(C)c(C(C)=O)c2C)c1	-17	-18	-1	-0.2	-8	-6	0.0	8
Cc1ccc(N2C(=O)[C@@H]3C(C(=O)CCN4C(=O)c5ccccc5C4=O)=NN[C@@H]3C2=O)cc1	.	-21	-21	0.7	3	.	0.0	7
COc1ccc2c3c(n(C)c2c1)[C@H](CO)N(Cc1ccncc1)CC31CCN(C(=O)C2CCCC2)CC1	.	-196	0	0.0	.	.	0.3	13
COc1cccc(NC(=O)N(C)C[C@H]2Oc3cc(C#Cc4ccc(F)cc4)ccc3S(=O)(=O)N([C@@H](C)CO)C[C@@H]2C)c1	5	1	-4	0.3	16	-2	-0.6	16
Cc1cc(Cl)ccc1OCC(=O)NCCC(=O)O	-3	-9	-2	.	.	6	.	3
COc1ccc(CCNC(=O)CNS(=O)(=O)c2cccs2)cc1OC	3	-8	-3	.	.	7	.	0
COc1ccccc1Nc1cc(C)nc(Nc2ccccc2OC)n1	-9	1	-11	.	.	-8	0.0	13
CCCCn1c(N)c(N(C)C(=O)c2cc3c(s2)CCCCC3)c(=O)[nH]c1=O	30	-16	2	.	1	-1	0.0	-12
C=CCc1cccc2cc(C(=O)Nc3ccccc3C(=O)O)c(=O)oc12	.	-13	-1	.	-5	.	0.1	-14
C[C@H](O)C#Cc1ccc2c(c1)O[C@H](CN(C)C(=O)c1ccncc1)[C@H](C)CN([C@@H](C)CO)S2(=O)=O	-1	-3	3	0.1	-21	-11	-0.1	-21
Cc1ccccc1-c1ccc2c(c1)O[C@@H](CN(C)C(=O)Nc1ccc(C(F)(F)F)cc1)[C@@H](C)CN([C@H](C)CO)S2(=O)=O	2	5	20	0.0	11	-7	0.1	9
COc1ccc(C2=CC(=O)CC(c3ccc(F)cc3)C2)cn1 (stereo not given)	-5	.	.	0.4	2	2	0.3	-15
C[C@H]1CN([C@@H](C)CO)S(=O)(=O)c2ccc(C#CC3CC3)cc2O[C@@H]1CN(C)C(=O)c1cccnc1	7	8	3	-0.5	2	-4	-0.7	-5
O=C(/C=C/c1ccccc1)NCCS(=O)(=O)N1CCN(c2ccc(F)cc2)CC1	.	-4	-2	0.0	-2	.	0.0	0
Cc1noc(C)c1C(=O)Nc1nc(-c2ccc(F)c(F)c2)cs1	-3	-31	1	-0.3	1	13	-0.1	-10
C[C@@H]1CN([C@@H](C)CO)C(=O)c2cc(NC(=O)c3ccncc3)ccc2O[C@H]1CN(C)C(=O)Nc1ccc2c(c1)OCO2	-3	8	-6	?	.	-2	-0.1	-3
CCOCCCNC(=O)C(c1ccc(OC)cc1)N(Cc1ccc2c(c1)OCO2)C(=O)c1cnccn1 (stereo not given)	.	-22	-17	0.1	-8	.	0.5	4

Looked up one by one from above:
SMILES	esBAF inh	RAD52 anneal inh	S100A4 inh HTS	E-selectin induc	FN deposit inh	RAD54 inh	Xi reactivation	EWS-Fli block
COc1ccccc1Nc1cc(C)nc(Nc2ccccc2OC)n1	-9	1	-11	.	.	-8	0.0	13
C[C@H]1CN([C@@H](C)CO)S(=O)(=O)c2ccc(C#CC3CC3)cc2O[C@@H]1CN(C)C(=O)c1cccnc1	7	8	3	-0.5	2	-4	-0.7	-5

Other compounds
SMILES	esBAF inh	RAD52 anneal inh	S100A4 inh HTS	E-selectin induc	FN deposit inh	RAD54 inh	Xi reactivation	EWS-Fli block
O=C(CN1CCOCC1)N[C@H]1CC[C@H](CCNC(=O)Nc2cc(F)ccc2F)O[C@@H]1CO	7	-7	1	-0.3	8	-7	0.1	-14
CO[C@@H]1CN(C)C(=O)c2cc(NC(=O)C3CC3)ccc2OC[C@@H](C)N(CC2CCOCC2)C[C@H]1C	4	17	2	-0.1	-12	-4	0.0	5
COc1ccc(NC(C)(C)c2nnnn2-c2c(C)cccc2C)cc1	.	-7	4	.	9	.	0.0	5
Cc1ccccc1C(=O)N1CCN(c2ccc(NC(=O)c3cccc(OC(C)C)c3)cc2)CC1	-4	-2	31	0.4	.	0	0.0	.
Cc1cccc(S(=O)(=O)N2[C@@H]3Cn4c(cccc4=O)[C@H]2[C@@H](C(=O)N(C)C)[C@@H]3CO)c1	1	.	.	-0.2	-4	.	0.1	0
COc1ccc2c(ccc[n+]2[O-])c1	2	-1	-24	-0.1	-2	8	0.0	5
Cc1nc(-c2ccc(S(=O)(=O)Nc3ccccc3C)cc2)co1	9	-29	-15	0.0	-2	-10	0.0	1
COc1ccccc1CN(C)C(=O)CSc1nnc(C2CC2)n1C1CC1	1	-11	-4	-0.8	-4	2	0.1	9
Cc1cc(NCC2CCCCC2)nc2ccccc12	-3	11	-4	.	7	7	0.1	-40
COCCOC(=O)C1=C(C)N=C2SCCC(=O)N2C1c1cccs1 (stereo not given)	.	-8	-8	3.0	2	.	0.0	4
Cc1ccc(/C=N\NC(=O)c2ccc(Cn3cc(Br)c([N+](=O)[O-])n3)o2)o1	.	-12	-4	.	6	.	0.2	3
O=C(CN1CCCCC1)NNc1nc(-c2ccccc2)c2cc(Br)ccc2n1	.	-15	4	0.1	-7	4	0.0	6
CN(c1ccc(OC(=O)CN2C(=O)NC3(CCCC3)C2=O)cc1)S(=O)(=O)c1ccccc1	-6	-11	7	-0.2	.	-9	0.1	-1
Cc1ccc(S(=O)(=O)N/N=C/c2cccc([N+](=O)[O-])c2)cc1	-4	.	.	.	14	-1	0.1	.
O=C(Nc1ccc2c(c1)OCCO2)N1CCOCC1	.	-7	-16	.	.	.	0.3	-42
COc1ccc(CNC(=O)CSc2nnc3c(Cl)cc(C(F)(F)F)cn23)cc1OC	.	-13	-4	-0.3	-7	.	0.1	2
COc1ccc(-c2sc3cc(OC)c(OC)cc3c2-c2ccc(O)cc2)cc1	-2	1	3	1.0	2	0	1.0	2
COc1ccc(-c2ccc3c(c2)[C@@H]2[C@@H](CCN2S(=O)(=O)c2ccccc2F)[C@H](CO)N3)cc1	0	.	.	-0.2	13	-11	0.0	6
C=CCn1c(=O)c2ccccc2n2c(SCC(=O)NC(C)C)nnc12	-3	7	1	.	4	5	0.3	4
CC12CCC(=O)N1C(C(=O)Nc1nnc(SCc3ccccc3F)s1)CS2 (stereo not given)	3	-20	-2	-0.7	-2	10	0.0	-6
Cc1ccc(NC(=O)CS(=O)(=O)c2cn(C)c3ccccc23)c(C)c1	-2	-97	1	0.1	1	0	0.1	-18
O=C1c2[nH]c3ccccc3c2CC1N1C(=O)c2ccccc2C1=O (stereo not given)	.	-12	7	0.2	2	.	0.7	-1
CCOC(=O)Cc1csc(NC(=O)CCc2ccc(S(=O)(=O)N3CCOCC3)cc2)n1	-4	-2	1	.	.	-8	.	2
COC(=O)[C@@H]1[C@@H](CO)[C@@H]2Cn3c(ccc(-c4cncnc4)c3=O)[C@@H]2N1C(=O)C1CCC1	0	-3	2	0.2	.	3	-0.1	0
O=C(NCc1n[nH]c(=S)n1-c1ccc(F)cc1)c1ccc(S(=O)(=O)N2CCCCC2)cc1	-2	-7	-1	.	1	-6	.	7
O=C(Nc1ccc2oc(-c3cccnc3)nc2c1)c1ccc([N+](=O)[O-])o1	.	-15	5	-1.9	4	.	0.0	48
CN(C)CCC(Oc1ccccc1OCc1ccccc1)c1ccccc1 (stereo not given)	.	5	-5	0.0	-10	.	0.0	15
CC(C)NC(=O)C1(C)CN(S(C)(=O)=O)CC(=O)N1CCc1ccc(O)cc1 (stereo not given)	.	-6	-2	0.0	2	.	-0.2	-2

Bioassay records (PubChem BioAssay)
